Wee1 stabilizer – Wee1 degradation inhibitors, primary screen, cell-based, HeLa, Wee1K328M-luciferase, luminescence; HeLa Luc-Wee1K328M stability; 100% = proteasome inhibitor MG132 effect; reporter increase, % at 5 µM; hit rate 1.2% among 220,000; Wee1-like protein kinase (Homo sapiens), P30291;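 active means activation above the mean of all tested compounds plus 3 SD, set per screening run, cut at about 8.8% in these data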;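 further: cells exposed to compound for 20 h before luminescence read; 0% = DMSO alone and 100% = MG132 at 30 µM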
FXIIa inh – human FXIIa protease inhibitors, primary screen, biochemical, 1536-well; inhibition, % at 5 µM; AID 800, 2007; Coagulation factor XII (Homo sapiens), P00748; purified FXIIa, Boc-QGR-AMC fluorogenic substrate, 2 h; hit rate 0.3% among 220,000; in the data active means inhibition above about 40%;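 further: 0% = enzyme with no compound and 100% = blank without enzyme; many of its hits are not listed in these tables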
14-3-3 Bad PPI – inhibitors of 14-3-3 zeta/Bad binding, primary screen, biochemical, TR-FRET, bovine 14-3-3 zeta | 14-3-3 protein zeta/delta (Bos taurus), P63103 | TR-FRET 14-3-3zeta/Dy647-pBad peptide displacement, 1 h | inhibition, % at 21.7 µM | hit rate 0.71% among 220,000 | AID 781, 2007;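 active means inhibition above about 70%, limit read from the data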;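 further: 0% = full 14-3-3 plus peptide FRET controls and 100% = background without 14-3-3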
KLK5 inh – human KLK5 protease inhibitors, primary screen, biochemical, 1536-well; recombinant hK5, fluorogenic AMC substrate cleavage; inhibition, % at 5 µM; hit rate 0.59% among 210,000; AID 873, 2007;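 active means inhibition of 40% or more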;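 further: 0% = enzyme controls without compound and 100% = no-enzyme blanks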
Target sequence (Q9Y337 67-293 limits assumed): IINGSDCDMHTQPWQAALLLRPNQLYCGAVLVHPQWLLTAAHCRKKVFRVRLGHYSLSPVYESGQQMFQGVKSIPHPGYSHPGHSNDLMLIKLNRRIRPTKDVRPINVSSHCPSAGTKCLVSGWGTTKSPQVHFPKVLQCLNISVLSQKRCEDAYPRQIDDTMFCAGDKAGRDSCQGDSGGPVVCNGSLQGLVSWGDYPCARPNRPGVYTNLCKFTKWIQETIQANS
p97 inhibitor – inhibitors of human p97 ATPase, primary screen, biochemical; Transitional endoplasmic reticulum ATPase (Homo sapiens), P55072; recombinant p97 ATPase, Kinase-Glo ATP luminescence, 3 h; inhibition, % at 8 µM; hit rate 0.42% among 220,000; in the data active means inhibition above about 15%;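 further: 0% = DMSO vehicle and 100% = wells lacking enzyme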
eIF4E 4G PPI – eIF4E–eIF4G protein interaction inhibitors, primary screen, biochemical, uHTS, TR-FRET, eIF4GI fragment. hit rate 0.37% among 220,000. inhibition, % at 21.7 µM. Eukaryotic translation initiation factor 4E (Mus musculus) + Eukaryotic translation …. TR-FRET eIF4E-eIF4GI(517-606) binding, 2 h;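 active means inhibition above about 30%, limit read from the data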;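 further: 0% = full FRET control wells and 100% = background wells lacking eIF4GI fragment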
Rad51 HR inh – human RAD51 strand exchange inhibitors, primary screen, biochemical, fluorescence. inhibition, % at 10 µM. AID 1385, 2008. hRad51 DNA strand exchange, fluorescence dequenching. hit rate 0.085% among 200,000;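 active means inhibition above 40% at the single screening dose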;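 further: 0% = DMSO control wells and 100% = blanks with heterologous ssDNA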
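material = hRad51 filaments on single-stranded DNA | timing = filaments 15 min 37 °C, then compound 30 min | signal = FRET fluorescence dequenching, excitation 485 nm, emission 520 nm | benchmarks = control wells and blank wells on each plate | evaluation = percent inhibition relative to plate controls and blanks | compound = 10 µM final, single point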
FXIa inh – human FXIa protease inhibitors, primary screen, biochemical, 1536-well; Coagulation factor XI (Homo sapiens), P03951; purified FXIa, Boc-Glu-Ala-Arg-AMC fluorogenic substrate; inhibition, % at 5 µM; hit rate 0.14% among 220,000; AID 798, 2007;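 active means inhibition of at least 40%; inactive means inhibition below 40%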;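 further: fluorescence of freed AMC excited at 355 nm; 0% = enzyme without compound and 100% = no enzyme blank; many of its hits are not listed in these tables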
Target sequence (P03951 19-387 limits assumed): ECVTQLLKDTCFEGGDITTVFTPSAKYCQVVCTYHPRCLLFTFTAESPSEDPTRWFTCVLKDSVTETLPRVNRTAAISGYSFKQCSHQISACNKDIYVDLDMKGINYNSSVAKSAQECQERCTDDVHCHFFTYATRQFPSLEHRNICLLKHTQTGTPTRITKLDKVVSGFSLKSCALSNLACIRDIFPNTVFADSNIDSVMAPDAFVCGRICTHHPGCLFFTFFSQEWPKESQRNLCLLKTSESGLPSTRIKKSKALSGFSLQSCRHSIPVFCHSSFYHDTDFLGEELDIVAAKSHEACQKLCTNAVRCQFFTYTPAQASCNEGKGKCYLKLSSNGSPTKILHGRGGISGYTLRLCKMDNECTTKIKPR
Target sequence (P03951 388-625 limits assumed): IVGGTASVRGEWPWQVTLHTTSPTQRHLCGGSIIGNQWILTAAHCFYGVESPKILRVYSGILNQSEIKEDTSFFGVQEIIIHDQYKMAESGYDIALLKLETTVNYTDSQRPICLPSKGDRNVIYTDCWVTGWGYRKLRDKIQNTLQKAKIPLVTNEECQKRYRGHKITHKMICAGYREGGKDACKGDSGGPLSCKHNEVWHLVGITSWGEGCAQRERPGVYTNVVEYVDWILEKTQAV
Mdm2 ligase inh – MDM2-luciferase reporter signal enhancers, primary screen, MDM2 E3 ligase inhibitor project, cell-based, luminescence, 1536-well | E3 ubiquitin-protein ligase Mdm2 (Homo sapiens), Q00987 | cell-based MDM2 ubiquitination luciferase reporter, 2 h; 0 = plate control, 100 = twice control, blank-subtracted | signal enhancement, % at 5 µM | hit rate 0.11% among 210,000;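 active means signal enhancement of 30% or more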;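 further: luminescence tracks abundance of the self-degrading MDM2-luciferase fusion protein; higher signal means inhibition of MDM2 E3 ligase activity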
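Timing – 2 h compound exposure at 37 °C · Assay system – mammalian cells stably expressing self-ubiquitinating, self-degrading MDM2 E3–luciferase fusion · Amount – 2000 cells seeded into each well · Measure – % luminescence enhancement versus blank-corrected plate control mean · Measured by – SteadyLite luminescence, 15 min reagent step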
The depositor's hits bear a star; x = no result given; [ ] = another dose, or the depositor's remark. A portion of the library; count on the stated rates, not on these rows.

mol	Wee1 stabilizer	FXIIa inh	14-3-3 Bad PPI	KLK5 inh	p97 inhibitor	eIF4E 4G PPI	Rad51 HR inh	FXIa inh	Mdm2 ligase inh
CP(=O)(Nc1ccc(Cl)cc1)c1nc2c(s1)CCCC2 (stereo not given)	0.3	12.1	18.0	0.5	1.2	-10.3	x	-0.3	x
Cc1ccc(C)c(OCC(=O)N2CCCN(C)CC2)c1	-2.4	7.5	-0.9[fluorescence artefact?]	-13.9	5.4	6.2	14.0	-2.4	6.0
CCCn1ncc(C(=O)O)c1C	0.6	16.9	2.6	4.0	8.3	-0.5[fluorescence artefact?]	x	3.4	-11.8
CN(C)C(=O)CSc1nnc([C@@H](N)Cc2ccccc2)o1	-0.2	60.8*	29.2	23.4	-0.3	6.0	-3.9	12.8	x
CCCCC(=O)N/N=C/c1c(O)n(CCc2ccc(OC)c(OC)c2)c(=O)[nH]c1=O	-0.3	6.0	-4.7	-76.1	10.9	2.0	6.2	3.1	-7.8
C=CCn1c(O)c(C=NCCN2CCOCC2)c(=O)[nH]c1=S	-0.5	12.7	4.2	-1.7	1.5	-5.0	1.8	-0.7	-2.0
CN1CCN2c3ccccc3CC3(C(=O)N(C)C(=O)N(C)C3=O)C2C1 (stereo not given)	-0.8	-0.8	-7.5	-5.8	5.0	-0.6	20.4	-4.0	-10.7
Cc1cc(C)c(-n2c(O)c(/C=N/NC(=O)c3ccncc3)c(=O)[nH]c2=O)c(C)c1	-1.1	6.7	-2.0	-13.1	0.7	7.0	x	0.1	2.9
CCCCN1C(=N)C(CC)(CC)C(=O)NC1=O	-1.9	12.4	-9.6	-14.1	-2.8	-8.2	2.0	2.5	-12.6
CC1(C(O)(C#CCN2CCCCC2)c2ccccc2)CCCC1 (stereo not given)	-2.0	4.7	0.6	-3.8	0.8	0.9	-150.3	-1.3	-8.6
Cc1cccc(N2C(=O)/C(=C/c3ccc(N4CCN(C)CC4)o3)C(=O)NC2=S)c1C	-3.2	10.7	-7.2	-9.6	3.8	3.8	-297.9	9.9	27.3
Cc1cccc(OP(=O)(Oc2cccc(C)c2)OC(c2ccccc2)C(F)(F)F)c1 (stereo not given)	0.6	11.3	0.6	-5.8	-2.6	-1.9[fluorescence artefact?]	x	9.8	-8.4
O=c1[nH]c(=S)n(CCC2=CCCCC2)c(O)c1/C=N/Nc1ccccc1	-2.2	14.6	-9.2	-9.6	1.6	1.8	-0.9	6.3	x
O=C1NC(=O)N(CCNc2ncc(C(F)(F)F)cc2Cl)C(=O)C1Cc1ccc(Cl)cc1 (stereo not given)	-2.6	9.4	-4.6	0.6	6.0	-3.4	-1.2	4.1	-11.3
O=C(c1cccnc1)c1cc2ccccc2[nH]1	6.8	-1.3	1.4	-5.7	-2.5	4.8[fluorescence artefact?]	5.2	-3.2	-5.8
COc1cc(OC)cc(C2(C#N)CCN(C)CC2)c1	4.8	2.6	-11.5	-2.1	6.0	-2.4	7.0	1.8	-8.5
Cc1nc2cc(C(=O)N3CCC4(CC3)OCCO4)ccc2n1-c1cccc(F)c1	1.6	14.0	-5.0	-1.8	2.8	-5.0	4.0	-0.4	-11.9
CC1(C)C2([N+](=O)[O-])CN3CC1([N+](=O)[O-])CN(C2)C3c1cccnc1 (stereo not given)	14.4*	9.3	1.0	-3.7	10.2	-1.5	14.0	10.4	-24.9
COC(=O)c1ccc(N=C(c2ccccc2)c2c(O)n(C)c(=O)n(C)c2=O)cc1	3.4	0.2	-6.0	-5.0	5.5	-3.4	x	-3.3	-5.1
COc1ccc(N2CC2c2ccncc2)cc1 (stereo not given)	0.2	x	-8.6	-1.4	2.1	4.0	3.6	-4.5	-0.2
CC12CCC3C(CC=C4CC(O)CCC43C)C1C/C(=C\N1CCCC1)C2=O (stereo not given)	0.2	15.7	3.9	5.8	6.4	1.5	11.7	4.8	x
COCc1cc(OC(=O)N(C)C)nc(-c2ccc(C)c(Cl)c2)n1	-1.0	0.9	1.2	10.4	-4.3	3.9	-11.5	1.1	-13.0
O=C1Nc2ccccc2C1Cc1nc2ccccc2c(=O)n1-c1ccccc1 (stereo not given)	1.2	-1.2	10.3	2.6	-2.3	1.6	-1.2	1.4	3.9
CN(C(=O)CN1CC=C(c2ccccc2)CC1)c1c(N)n(Cc2ccccc2)c(=O)[nH]c1=O	0.9	4.5	-3.3	1.0	3.9	2.5	-120.7	-2.3	-2.9
Cc1cc(Oc2ccc(C(F)(F)F)cc2[N+](=O)[O-])c2c3c(c(=O)oc2c1)CCC3	0.7	-0.4	-2.1[fluorescence artefact?]	-5.6	3.8	9.0	8.1	6.6	-45.8
Clc1cccc(Cl)c1C1N2CCCN12 (stereo not given)	-2.5	12.3	2.6	9.7	0.1	10.8	9.3	-4.1	-20.3
CCOC(=O)C1CCN(/C=C2/C(=O)NC(=S)N(c3ccccc3F)C2=O)CC1	-2.7	0.2	0.5	-3.3	2.3	-0.1	-4.4	-4.5	-1.0
CC(=O)Nc1ccccc1C(=O)OCC(=O)c1ccccc1Cl	-3.9	1.4	-9.5	-13.6	-0.9	5.2	5.5	0.1	10.2
COc1ccc(-c2nc3ccccc3c(=O)o2)cc1	-3.2	10.0	4.2	-6.5	0.3	3.4	6.4	0.9	-4.9
O=C(Cn1nc(-c2ccc(Cl)cc2)ccc1=O)N1CCC2(CC1)OCCO2	-0.6	5.3	-10.7	-3.8	-0.8	1.7	2.9	-4.6	-39.5
C=CCn1c(O)c(C(C)=Nc2cccc(C(=O)O)c2)c(=O)[nH]c1=O	6.2	13.5	-13.6	0.8	0.8	-1.6	x	1.8	-9.3
CC12CC[C@H]3[C@@H](CCC4(O)C[C@H](O)CCC34/C=N/NC(=O)c3ccccc3Cl)C1(O)CCC2C1=CC(=O)OC1 (stereo not given in full)	1.4	15.9	-0.7	1.6	4.2	-1.3	-3.5	1.5	3.8
CCN(CC)c1ccc(N=Cc2c(O)n(-c3ccccc3C)c(=O)[nH]c2=O)cc1	-2.0	12.1	-11.8	-5.2	2.1	7.2	-7.4	8.0	-8.5
O=C1C=C2C=C[C@H]3C[C@]2(O1)[C@@H]1CCCCN13	-2.1	16.9	-0.3	-8.5	5.6	-0.6	-1.2	5.8	x
Cc1ccc(NC(=O)CSc2nnc([C@@H](N)Cc3c[nH]c4ccccc34)o2)c(C)c1	0.7	11.7	30.9[fluorescence artefact?]	-17.9	1.0	-7.8	7.9	-3.4	-9.7
c1ccc2c(c1)Nc1ccccc1S2	-2.0	11.3	-1.9	-7.8	5.7	20.3	-2.5	9.2	x
COc1ccc(C(=O)C2CCCN(C3CSCCSC3)C2)cc1OC (stereo not given)	-0.2	6.7	-8.7	x	-1.8	1.9	x	0.1	9.7
O=C1/C(=C/c2cc([N+](=O)[O-])ccc2Cl)N2CCC1CC2	-1.5	-0.3	-0.9	6.0	2.6	-10.1	-3.0	-11.5	-17.7
C/C(=N\Nc1cccc2ccccc12)c1c(O)n(Cc2ccccc2)c(=O)[nH]c1=O	0.1	5.2	4.0[fluorescence artefact?]	-8.1	3.9	8.8	-49.3	5.0	1.1
CCOC(=O)C1SC2(C(F)F)CC1(O)c1c(c(OC)c3occc3c1OC)O2 (stereo not given)	-0.8	-17.1	-17.4	-2.5	-7.5	0.8	4.2	-24.3	-13.6
OC(c1ccccc1)(c1ccccc1)C1CN2CCC1CC2 (stereo not given)	-0.6	3.5	4.3	0.0	6.6	0.7	-0.7	-2.4	3.8
CCCCCc1cc(O)c2c3c(c(=O)oc2c1)CN(C)CC3	-1.3	3.7	0.5	4.2	-7.4	2.2	-16.7	-1.0	-5.6
NCC1(c2ccc3c(c2)OCCO3)CCCC1	-1.5	5.6	1.4	-4.8	-2.3	1.9	2.3	-2.6	x
CCOC(=O)c1c(N)n(Cc2ccccc2)c2nc3ccccc3nc12	0.2	2.0	-9.5	-69.7	2.1	1.4	2.2	-8.4	-15.6
O=C(Nc1cccc(Br)c1)c1c(O)c2c(n(Cc3ccccc3)c1=O)CCCC2	-1.1	9.3	1.7	2.5	2.6	-8.6	-4.5	2.4	x
O=C1Nc2ccccc2/C1=C/c1nc2ccccc2c(=O)n1-c1ccc(O)cc1	1.5	1.9	8.3	5.5	12.3	-2.5	-15.9	4.4	0.4
COc1ccc2c(CN3CC=C(c4ccccc4)CC3)cc(=O)oc2c1	-1.9	11.1	15.5	5.2	-1.6	1.1	-1.1	1.7	-3.6
CC(C)OP(=O)(OC(C)C)C(O)c1ccccc1F (stereo not given)	0.9	3.0	0.3	-9.1	0.6	-1.4	9.0	1.4	-16.0
O=C(Nc1ccc(F)cc1)OC1CN2CCC1CC2 (stereo not given)	5.3	13.5	-0.3	-1.3	4.5	-1.4	8.8	-2.2	-10.7
CN1CCC(C)(O)C2CCCCC21 (stereo not given)	-4.4	4.1	-3.3	2.4	-0.9	1.7	-0.6	-2.5	-9.3
O=C1NC(=O)C(CCc2ccncc2)(CCc2ccncc2)C(=O)N1C1CCCCC1	-1.2	4.2	-9.9	-2.7	2.8	1.6	21.7	-2.8	-2.5
CCN1CCN(C(=O)COc2ccc(S(=O)(=O)NC(C)C)cc2)CC1	-1.5	2.1	-2.1	-12.7	1.3	2.4	-6.2	4.5	-0.6
O=c1c2ccccc2nc(N2CCCC2)n1-c1ccc(Cl)cc1	0.7	17.1	4.7	-18.9	3.0	12.6	8.6	0.7	-11.9
O=c1[nH]c(=O)n(-c2cccc3ccccc23)c(O)c1/C=N/N1CCCCC1	-2.6	12.6	-0.4	5.0	3.8	-5.1	-15.1	3.4	-0.5
CCOc1ccc(N2C(=O)NC(=O)/C(=C\c3cc(OC)c(OC)cc3[N+](=O)[O-])C2=O)cc1	3.1	15.1	-1.4	-16.8	3.1	7.5	-5.9	2.2	0.6
Cc1nc2ccc(N3CCN(C)CC3)cc2nc1C	8.3	11.5	2.2	-4.8	-4.7	4.3	-18.5	3.9	-10.0
Fc1ccccc1CCNCc1cccc(Cl)c1Cl	-0.8	-5.4	46.3	3.0	-2.3	5.1	-2.2	-3.8	-4.8
CC1CC(NC(=O)C2C3CCC(O3)C2C(=O)O)CC(C)(C)C1 (stereo not given)	1.3	45.5*	7.5[fluorescence artefact?]	-5.2	-0.5	0.4[fluorescence artefact?]	-6.1	23.4	-19.4

Screening results from PubChem BioAssay.
